Screening data as filed in PubChem.
HSF-1 act: HSF-1 activators, primary screen, NIH3T3-HGL cells, MG132 stress, luminescence, single point | NIH3T3-HGL HSF-1 luciferase reporter, 8 h; 100% = twice DMSO control signal | activation, % at 9 µM | 1.7% of 300,000 active;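 active means mean replicate activation of at least 50% with a set share of replicates each reaching 50%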;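 further: 0% = median of the neutral control wells and 100% = twice that signal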
AI-2 QS mod: Vibrio harveyi AI-2 quorum sensing modulators, primary screen, JMH597 strain, luminescence/OD600 ratio | 0.4% of 300,000 active | activity change, % at 7.5 µM | AID 2094, 2009 | Vibrio harveyi JMH597 AI-2 luminescence/OD600 ratio, 9 h; active compounds read low; strain lacks LuxN and CqsS sensors; 0 = neutral-control median; in the data active means activity change below about -75%, passing the limit was not always enough;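 further: luminescence divided by OD600 gain over 9 h not by final OD600 alone; inactives centre near 13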
IEC-6 cytotox: cytotoxicity in IEC-6 intestinal epithelial cells, primary screen, cytotoxicity control for KLF5 inhibitor project, cell-based, luminescence | inhibition, % at 5 µM | 0.78% of 290,000 active | IEC-6 cytotoxicity, luminescence viability; in the data active means inhibition above about 22%;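 further: 0% = plate median of test compound wells and 100% = cytotoxic reference compound wells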
HSP90 refold inh: HSP90 inhibitors, primary screen, cell lysate, luminescence | Rabbit reticulocyte lysate, luciferase refolding luminescence, 3 h | 0.91% of 290,000 active | AID 1789, 2009 | inhibition, % at 5.6 µM | Heat shock protein HSP 90 (rabbit reticulocyte lysate; luciferase refolding);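 active means inhibition above the screen-wide mean plus 3 SD, computed separately per campaign, cut at about 16% in these data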;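 further: 0% = DMSO wells and 100% = 60 µM geldanamycin wells; inhibitors lower the luminescence because luciferase stays unfolded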
GSK3B inh: human GSK3beta kinase inhibitors, primary screen, biochemical, cell-free homogeneous, HTS; Glycogen synthase kinase-3 beta (Homo sapiens), P49841; GST-GSK3beta kinase, ADP-Glo luminescence, 60 min; active compounds read low; activity score (negative = inhibition), % at 10 µM; 0.038% of 300,000 active; AID 2097, 2009;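 active means more than half of replicate wells score below -50%, meaning over 50% inhibition versus plate controls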;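 further: 0% = median DMSO wells and -100% = median GW8510 positive control wells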
Target sequence (P49841 whole entry, looked up): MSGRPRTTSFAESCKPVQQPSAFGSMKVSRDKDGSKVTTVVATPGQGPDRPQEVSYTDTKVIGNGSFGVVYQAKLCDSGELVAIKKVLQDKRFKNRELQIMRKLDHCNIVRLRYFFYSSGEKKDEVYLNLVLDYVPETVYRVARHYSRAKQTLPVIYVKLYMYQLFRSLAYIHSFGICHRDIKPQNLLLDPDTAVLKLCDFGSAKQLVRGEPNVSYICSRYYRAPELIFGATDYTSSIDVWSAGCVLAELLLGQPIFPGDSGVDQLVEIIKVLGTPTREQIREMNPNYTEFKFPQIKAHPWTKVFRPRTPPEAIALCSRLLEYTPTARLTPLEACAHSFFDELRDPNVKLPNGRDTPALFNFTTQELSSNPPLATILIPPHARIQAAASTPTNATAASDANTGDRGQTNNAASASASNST
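Assay system: GST-fused GSK3beta enzyme, cell-free / Medium: Tris pH 7.5 buffer with MgCl2, DTT, BSA, heparin / Also added: peptide substrate plus 25 µM ATP (final) / Compound: 10 µM single point / Timing: kinase reaction with compound 60 min at room temperature / Detection: ADP-Glo luminescence / Benchmarks: DMSO neutral wells and GW8510 at 20 µM as positive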
HSF1 inhib: HSF1 inhibitors in luciferase reporter cells, primary screen, cell-based, NIH3T3, luminescence | NIH3T3-HGL HSE-luciferase, MG132-induced, luminescence 8 h; active compounds read low | activity change, negative = inhibition, % at 7.5 µM (by protocol) | 0.77% of 300,000 active | AID 2098, 2009;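 active means more than half of replicate wells show activity change below -50%, luminescence cut by over half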;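 further: luciferase reports HSF-1 transcriptional activity via heat shock element; 0% = median of DMSO wells and -100% = zero luminescence signal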
GSK3A inh: blockers of GSK3A enzyme activity – biochemical, luminescence, cell-free homogeneous, HTS, primary screen; Glycogen synthase kinase-3 alpha (Homo sapiens), P49840; GSK-3 alpha kinase, ADP-Glo luminescence, 60 min; inhibition, % at 10 µM; 0.1% of 320,000 active; AID 2650, 2010;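 in the data active means inhibition above about 50%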;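 further: GST-tagged GSK-3 alpha with peptide substrate and 25 µM ATP; 0% = DMSO neutral wells and 100% = GW8510 positive control wells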
Target sequence (P49840 whole entry, looked up): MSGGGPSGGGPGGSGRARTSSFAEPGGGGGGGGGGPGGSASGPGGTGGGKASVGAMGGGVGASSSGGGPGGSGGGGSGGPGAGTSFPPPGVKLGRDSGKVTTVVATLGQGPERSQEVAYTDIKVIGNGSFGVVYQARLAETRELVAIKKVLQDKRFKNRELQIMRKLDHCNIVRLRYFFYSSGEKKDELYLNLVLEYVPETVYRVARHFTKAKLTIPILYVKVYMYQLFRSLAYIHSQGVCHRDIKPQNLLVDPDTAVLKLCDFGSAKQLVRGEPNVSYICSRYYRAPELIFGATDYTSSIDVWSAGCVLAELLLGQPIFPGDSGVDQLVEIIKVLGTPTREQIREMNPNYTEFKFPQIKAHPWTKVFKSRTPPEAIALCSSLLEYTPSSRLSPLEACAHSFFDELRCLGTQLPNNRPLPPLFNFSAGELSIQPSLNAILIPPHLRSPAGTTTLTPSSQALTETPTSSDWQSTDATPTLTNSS
aSyn UTR inh: MLPCN primary screen, SNCA 5' untranslated region; alpha-synuclein 5'UTR reporter, inhibitor activity; inhibition, % (tested at 7.5 µM); 0.82% of 300,000 active; AID 1813, 2009; in the data active means inhibition above about 60%;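 further: H4 neuroglioblastoma cells stably carrying SNCA 5'UTR luciferase fusion; 0% = DMSO wells and 100% = positive control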
KLF5 inh: KLF5 expression inhibitors, primary screen, DLD-1 cells, luminescence | 0.23% of 290,000 active | AID 1700, 2009 | DLD-1 KLF5 promoter-luciferase reporter | inhibition, % at 5 µM;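 active means inhibition above a per-plate limit of that plate's mean compound inhibition plus 3 SD, cut at about 60% in these data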;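 further: 0% = DMSO wells and 100% = LY294002 at 200 µM; higher means less KLF5 promoter-driven luciferase light; inactives centre near -14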
HIF activator: HIF pathway transcriptional activators, primary screen, cell-based, U2OS HRE-luciferase, luminescence; activation, % at 7.5 µM (by protocol); 0.32% of 300,000 active; U2OS HRE-luciferase reporter; normalized: DMSO 0%, desferrioxamine 100%;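 active means mean activation of at least 10% of the iron chelator positive control signal, with at least half of replicates also reaching 10%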
An asterisk follows results filed as active; x = not tested or not shown.

no.	smiles	HSF-1 act	AI-2 QS mod	IEC-6 cytotox	HSP90 refold inh	GSK3B inh	HSF1 inhib	GSK3A inh	aSyn UTR inh	KLF5 inh	HIF activator
1	CC(C)C(=O)Nc1ccc(NC(=S)NC(=O)c2cc3ccccc3o2)cc1	-21	16	-4	0	-3	-8	-1	-19	-43	0.1
2	CCCC(=O)NC(=S)Nc1ccc(S(=O)(=O)Nc2ccc(OCC)cc2)cc1	3	31	3	2	1	-7	-1	-8	-3	0.8
3	CCOCCCNC(=O)c1ccc(Cn2c(=O)[nH]c3ccsc3c2=O)cc1	5	18	0	3	2	-1	0	6	-27	0.0
4	O=C1CCCc2c1[nH]c1ccc(Cl)cc21	15	5	4	3	2	8	-1	63*	-21	0.2
5	N=C1C(c2nc(-c3ccc(Br)cc3)cs2)=C(O)CN1NC(=O)c1ccc([N+](=O)[O-])cc1	-8	-1	11	-3	-3	-2	-1	7	-16	-0.1
6	COc1ccc(CN(C2CCCCC2C)S(=O)(=O)c2ccc(S(=O)(=O)N(C)C)cc2)cc1OC (stereo unspecified)	0	8	1	2	-2	1	-2	5	-23	-0.8
7	CCSc1cc(C2C(C(=O)OC)=C(C)NC3=C2C(=O)CCC3)c(C)o1 (stereo unspecified)	-15	18	2	1	1	4	0	2	-8	0.2
8	Cc1ccc(NC(=O)/C(=C\c2cccnc2)NC(=O)c2ccco2)cc1	-4	12	-4	0	2	-3	-1	-9	-35	-0.6
9	Cc1ccc2nc3nc(NCC4CCCO4)c(C(=O)NC4CCCC4)cc3c(=O)n2c1 (stereo unspecified)	-2	20	1	-1	-3	-6	-4	-12	-15	0.1
10	Cc1ccc(S(=O)(=O)/C(C#N)=C/c2c(N3CCCCC3)nc3ccccn3c2=O)cc1	21	29	1	1	-2	11	-1	12	-4	-0.1
11	COc1ccc(CCNC(=O)COC(=O)COc2ccc(C#N)cc2)cc1	-17	11	-7	3	5	-4	1	14	-21	0.1
12	CCOC(=O)N1CCN(C(=O)CSc2ccc3nnc(CCNC(=O)c4ccccc4)n3n2)CC1	x	12	2	2	3	x	0	-1	-7	x
13	COc1cc2c(cc1OC)C1(Nc3c-2c(C)nn3-c2ccccc2)C(=O)Nc2ccccc21 (stereo unspecified)	x	x	-6	5	x	x	4	x	-17	x
14	CC1CCC(NC(=O)Cn2c(=O)oc3ccccc32)CC1 (stereo unspecified)	5	8	7	3	0	10	1	-29	-34	0.3
15	CN(Cc1ccco1)C(=O)C1CCC(=O)N(CCc2cccc(F)c2)C1 (stereo unspecified)	-7	3	-8	-2	2	-2	2	-9	-15	-0.3
16	COc1cc(/C=N/NS(=O)(=O)c2ccc(C)cc2)ccc1OCc1ccc(C(=O)O)cc1	-78	6	-4	65*	-6	-75*	-5	84*	78*	-3.3
17	CCC(C)(C)c1ccc(OCCN2C(=O)NC(C)(C)C2=O)cc1	-1	17	2	0	4	0	0	-16	-2	0.2
18	CCOc1ccccc1NC(=O)Cn1c(=O)n(-c2ccccc2)c(=O)c2oc3ccccc3c21	-5	12	-1	3	0	-3	0	27	-3	-0.3
19	CC(C)Cn1c(CCCNC(=O)c2ccco2)nc2ccccc21	-14	12	5	3	2	-3	-2	-8	0	0.0
20	NC(=O)/C(=C\c1ccccc1)NC(=O)/C=C/c1ccccc1	-6	17	-3	1	0	-1	0	1	-8	-1.0
21	c1ccc(-c2csc(-c3ccncc3)n2)cc1	40	27	4	2	-4	14	3	-74	-22	1.6
22	CCCCN(CC)Cc1ccc(CNC(=O)Nc2ccc(OC)cc2OC)o1	-13	9	9	2	3	-2	-2	-27	18	-0.5
23	CCOC12NC(=O)CC(=O)N1C(c1ccccc1)=CS2 (stereo unspecified)	x	37	-7	3	1	x	-1	-39	-8	0.6
24	Cc1c(Cl)cccc1NC(=S)NCCc1ccc(C(F)(F)F)cc1	1	-2	6	2	-3	7	-3	25	-4	-0.7
25	O=C(CN1C(=O)c2ccccc2S1(=O)=O)N1CCN(c2ccccc2F)CC1	1	14	-4	1	0	-6	-2	14	2	-0.2

More results follow:
no.	smiles	HSF-1 act	AI-2 QS mod	IEC-6 cytotox	HSP90 refold inh	GSK3B inh	HSF1 inhib	GSK3A inh	aSyn UTR inh	KLF5 inh	HIF activator
26	Cc1nn(CC(=O)Nc2cccnc2)c(C)c1[N+](=O)[O-]	-2	19	0	5	-2	-5	-2	10	-10	-0.1
27	CC(C)(C)c1nnc(NC(=O)CCS(=O)(=O)c2ccccc2)s1	11	10	3	4	2	-2	4	6	-3	0.5
28	COc1ccc(-n2c(-c3ccc(OC)c(OC)c3)n[nH]c2=S)cc1	3	-4	0	4	-7	-4	4	18	-19	1.1
29	CC1(C)SC(=S)N(/N=C/c2ccc(O)cc2)C1N(O)C(=O)Nc1ccc([N+](=O)[O-])cc1 (stereo unspecified)	15	31	-4	-2	-1	6	x	7	-7	-0.5
30	COC(=O)Cc1c(O)ccn(Cc2ccc(Cl)c(Cl)c2)c1=O	8	25	7	2	-2	-3	-2	21	-4	0.9
31	CNC(=O)C1CC(=O)N/C(=N/N=C(\C)c2cccs2)S1 (stereo unspecified)	9	3	1	-1	-2	-5	1	8	-1	0.1
32	Cc1ccc2c(cnn2C(=O)CCCC(=O)NCc2cccc(F)c2)c1	-20	20	-1	-13	-1	-5	1	-7	-43	-0.4
33	Cc1ccc(S(=O)(=O)N2CCOCC2)cc1C(=O)NC(=S)N1CC(C)OC(C)C1 (stereo unspecified)	-3	20	-1	2	2	2	-2	-13	3	-0.6
34	Cc1cc(C)c(S(=O)(=O)NCCn2ccc3ccccc32)c(C)c1	-11	22	3	-3	-3	0	-1	-2	-20	-0.4
35	COc1ccc(S(=O)(=O)NCc2csc(C)n2)cc1	-7	18	-7	1	0	-6	x	-16	-18	0.0
36	Cc1c(C)n(C)c2ccc(C(=O)NCCN3CCOCC3)cc12	-2	6	4	-2	4	-9	-2	-2	-16	-0.5
37	CN(C)S(=O)(=O)c1ccc(N2CCN(S(=O)(=O)c3ccc(F)cc3)CC2)c(Cl)c1	3	26	1	-10	-1	-5	-3	44	-17	-0.4
38	CN1CCN(c2ncnc3c2[nH]c2ccc(F)cc23)CC1	-10	11	4	0	-5	2	-1	-7	-20	0.4
39	O=C(NCc1cccc(C(F)(F)F)c1)C1CCCN(c2ncccn2)C1 (stereo unspecified)	14	17	1	0	3	0	0	-10	12	-0.6
40	Cc1cccc(-c2cc(C(=O)N3CCCc4ccccc43)c3ccccc3n2)c1	22	30	-3	4	-4	9	-1	-10	-18	0.0
41	COC(=O)c1c(C)nn(-c2ccc(F)c(Cl)c2)c1-c1cc(C)on1	-12	7	2	0	4	-9	-2	24	-12	0.0
42	Cc1ccccc1-c1nnc(Cc2ccccc2)o1	45	25	-5	-2	-1	13	1	-137	-98	2.1
43	CCCCOC(=O)C(C#N)c1nc2ccccc2nc1N1CCN(Cc2ccc3c(c2)OCO3)CC1 (stereo unspecified)	x	18	1	3	0	x	0	x	-24	x
44	O=C(NC(=S)N(CCO)Cc1ccccc1)c1cc(Br)ccc1Cl	5	15	-4	2	-5	3	-3	-10	-1	0.9
45	CCn1nc(C)cc1C(=O)n1nc(C)c(Sc2ncccn2)c1C	x	29	-5	-4	1	x	-5	x	-31	x
46	CCOC(=O)CNc1c(-c2ccccc2)nc2ccc(Cl)cn12	24	14	-9	3	-1	7	0	-58	-51	2.4
47	CSCC[C@H](NC(=O)N1CCn2c1nc1ccccc12)C(=O)NCc1ccccc1	32	9	0	-5	2	10	-3	42	1	-0.3
48	O=C(O)/C=C/C(=O)Nc1ccccc1SC(F)(F)C(F)(F)C(F)(F)F	7	4	-2	-1	1	-2	0	7	-21	0.7
49	CCCCN(C(=O)c1oc2ccc(OCC)cc2c1C)c1c(N)n(CCCC)c(=O)[nH]c1=O	8	15	x	x	-1	2	-2	1	x	-1.1
50	COc1cccc(NCc2cc(=O)oc3cc(C)c(C(C)C)cc23)c1	9	-9	9	2	-2	0	-2	10	-20	-0.1

(next part)
no.	smiles	HSF-1 act	AI-2 QS mod	IEC-6 cytotox	HSP90 refold inh	GSK3B inh	HSF1 inhib	GSK3A inh	aSyn UTR inh	KLF5 inh	HIF activator
51	CC(CCc1ccccc1)OS(N)(=O)=O (stereo unspecified)	-2	-8	-5	-6	-2	-2	-1	22	-38	0.1
52	CCN(C(=O)COC(=O)c1cnc(C)cn1)C1CCS(=O)(=O)C1 (stereo unspecified)	-27	7	x	x	-11	-1	2	-15	x	-0.4
53	COc1ccc(-c2cc3c(=O)n(CC(=O)NCCCN4CCN(Cc5ccccc5)CC4)ncn3n2)cc1	-18	-1	5	26*	1	-19	0	29	20	-0.7
54	COc1ccc(CCn2c(-c3ccc(F)cc3)nc3c(c(=O)c4ccccc4n3C)c2=O)cc1OC	-5	23	2	1	2	-8	-2	21	-21	0.1

Two compounds picked at random from the list so far:
no.	smiles	HSF-1 act	AI-2 QS mod	IEC-6 cytotox	HSP90 refold inh	GSK3B inh	HSF1 inhib	GSK3A inh	aSyn UTR inh	KLF5 inh	HIF activator
51	CC(CCc1ccccc1)OS(N)(=O)=O (stereo unspecified)	-2	-8	-5	-6	-2	-2	-1	22	-38	0.1
53	COc1ccc(-c2cc3c(=O)n(CC(=O)NCCCN4CCN(Cc5ccccc5)CC4)ncn3n2)cc1	-18	-1	5	26*	1	-19	0	29	20	-0.7
